Source: PubChem BioAssay
SENP7 inh: SENP7 protease inhibitors, primary screen, biochemical, luminescence, uHTS; Sentrin-specific protease 7 (Homo sapiens), Q9BQF6; actives 1.5% (n = 330,000); recombinant SENP7, Z-RLRGG-aminoluciferin luminescence, 40 min; inhibition, % at 5 µM;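 active = inhibition above about 50% at the single test dose, limit read from the data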;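 note: plate controls were DMSO with enzyme for no effect and no enzyme buffer wells for full effect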
Target sequence (Q9BQF6 706-1050 limits assumed): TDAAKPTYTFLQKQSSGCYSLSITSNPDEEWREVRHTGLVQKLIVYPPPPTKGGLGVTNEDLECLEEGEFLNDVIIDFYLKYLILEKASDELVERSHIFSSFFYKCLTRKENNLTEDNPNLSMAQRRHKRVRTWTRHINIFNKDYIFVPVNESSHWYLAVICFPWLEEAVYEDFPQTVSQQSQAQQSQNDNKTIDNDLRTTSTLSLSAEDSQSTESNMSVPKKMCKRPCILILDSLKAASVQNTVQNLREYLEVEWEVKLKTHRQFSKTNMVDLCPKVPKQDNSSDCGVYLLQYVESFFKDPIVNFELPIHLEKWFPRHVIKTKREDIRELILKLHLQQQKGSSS
Gli-Sufu block: Gli-Sufu pathway antagonists, primary screen, luciferase luminescence, Sufu-KO-LIGHT cells, uHTS; Sufu-KO-LIGHT fibroblasts, Gli luciferase reporter luminescence; actives 0.74% (n = 340,000); inhibition, % at 5 µM;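 active = inhibition above about 55%, limit read from the data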;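 note: 0% = DMSO-treated cells and 100% = wells with medium but no cells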
UBC13 inh: UBC13 polyubiquitin chain formation inhibitors, primary screen, biochemical, TR-FRET, uHTS; Ubiquitin-conjugating enzyme E2 N (Homo sapiens), P61088; inhibition, % at 20 µM; actives 0.47% (n = 330,000); AID 485273, 2010; in the data active = inhibition above about 45%, passing the limit was not always enough; inconclusive = no clear call, values can overlap the other calls
Target sequence (P61088 whole entry, looked up): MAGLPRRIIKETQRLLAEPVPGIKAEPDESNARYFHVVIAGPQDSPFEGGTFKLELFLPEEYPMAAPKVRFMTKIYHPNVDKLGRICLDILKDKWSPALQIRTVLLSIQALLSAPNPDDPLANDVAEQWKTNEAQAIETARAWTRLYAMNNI
Jurkat NFkB inh: inhibitors of induced NF-kB luciferase reporter, primary screen, TCR NF-kB activation inhibitor project, cell-based, luminescence, uHTS; Jurkat, PMA/ionomycin-induced NF-kB luciferase reporter; inhibition, % at 4 µM; actives 0.53% (n = 330,000); AID 435003, 2010
697 NFkB inh: inhibitors of PMA/ionomycin-induced NF-kB reporter, 697 cells, primary screen, B-cell NF-kB inhibitor project, cell-based, luminescence, uHTS; actives 0.33% (n = 330,000); 697 B-cell NF-kB luciferase reporter, 16 h; inhibition, % at 4 µM; in the data active = inhibition above about 35%
SENP8 block: SENP8 protease inhibitors, primary screen, biochemical, luminescence; Sentrin-specific protease 8 (Homo sapiens), Q96LD8; purified SENP8, Z-RLRGG-aminoluciferin cleavage; inhibition, % at 10 µM; actives 1.2% (n = 330,000); AID 2540, 2010
Target sequence (Q96LD8 whole entry, looked up): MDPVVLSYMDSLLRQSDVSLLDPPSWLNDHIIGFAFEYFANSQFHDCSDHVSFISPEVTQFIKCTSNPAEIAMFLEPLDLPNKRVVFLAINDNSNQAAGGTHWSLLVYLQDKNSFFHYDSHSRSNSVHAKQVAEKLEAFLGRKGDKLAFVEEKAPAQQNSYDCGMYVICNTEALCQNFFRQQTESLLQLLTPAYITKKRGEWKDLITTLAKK
HKDC1 inhibitor: HKDC1 hexokinase inhibitors, primary screen, biochemical, fluorescence, uHTS; Q2TB90; recombinant HKDC1, G6PDH/diaphorase resazurin coupled fluorescence; inhibition, % at 20 µM; actives 0.16% (n = 340,000); AID 493160, 2011;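 active = inhibition above about 35% when tested at 20 µM, limit read from the data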;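 note: plate controls were DMSO wells with enzyme for no effect and DMSO wells lacking enzyme for full effect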
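Test system: Recombinant HKDC1 (HK5) hexokinase enzyme, produced in-house | Input: HKDC1 at 5 µg/mL | Buffer or medium: Tris pH 8.0 buffer with MgCl2, Tween-20, BSA, BME | Schedule: 90 min reaction incubation at room temperature, dark | Technique: Resazurin-to-resorufin fluorescence via G6PDH and diaphorase coupling, 525/613 nm | Controls: DMSO wells with and without enzyme mix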
Apaf1 inhib: inhibitors of human Apaf-1 apoptosome, primary screen, biochemical, DEVD-Rh110 fluorescence, uHTS; reconstituted apoptosome caspase-3 activity; inhibition, % at 20 µM; AID 489030, 2010; actives 0.71% (n = 330,000); Apoptotic protease-activating factor 1 (Homo sapiens), O14727; active = inhibition of at least 40% at 20 µM;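 note: plate controls were DMSO wells for no effect and DEVD-CHO caspase inhibitor wells for full effect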
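Assay system – apoptosome proteins · Medium – Hepes buffer, pH 7.5 · Also added – cytochrome c with DEVD-Rh110 · Timing – 30 min compound preincubation, 50 min activation, room temperature · Detection – Rh110 fluorescence, excitation 480 nm, emission 540 nm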
* hit, by the source's call; i = inactive; ? = inconclusive; . = not tested or not shown; & = joins results of further samples. Cut-off read from the data, not from the text of the source, unless noted: active = inhibition above about 50%; inactive = the rest.

SMILES	SENP7 inh	Gli-Sufu block	UBC13 inh	Jurkat NFkB inh	697 NFkB inh	SENP8 block	HKDC1 inhibitor	Apaf1 inhib
O=[N+]([O-])c1ccccc1CNCCc1c[nH]c2ccccc12	4	3	1	5	4	1	-7	3
N#CCCn1cc(C=C2C(=O)NC(=O)NC2=O)c(-c2ccccc2)n1	0	0	-14	6	16	3	-4	0
N#Cc1c(/N=C/c2c(O)n(Cc3ccco3)c(=O)[nH]c2=O)sc2c1CCCC2	2	-3	-2	9	-20	2	22	6
CC(C)OC(=O)C1C(=O)NC2(C)CC1c1ccccc1O2 (configuration not stated)	-1	-10	8	4	-12	-2	1	2
Cc1[nH]c2ccccc2c1CCN	-3	21	2	-16	-3	-14	-2	24
COC(=O)C1=C(c2ccc(-c3ccccc3)c(F)c2)C[C@@H]2CC[C@H]1N2C(=O)NCc1ccc(F)cc1	-8	8	-17	6	0	-8	-1	18
COc1ccc(-n2c(/C=C3/C(=O)Nc4ccccc43)nc3ccccc3c2=O)cc1	-3	10	-19	8	9	5	-7	3
COC(=O)C1=C(c2cccc(OCc3ccccc3)c2)C[C@@H]2CC[C@H]1N2C(=O)NCc1cccc(C(F)(F)F)c1	-3	8	2	4	5	4	4	11
CCC(C)C(=O)N[C@@H](c1ccccc1)[C@@H](O)C(=O)O[C@H]1C[C@@]2(O)[C@@H](OC(=O)c3ccccc3)C3[C@](C)(C(=O)[C@H](OC(C)=O)C(=C1C)C2(C)C)[C@@H](O)C[C@H]1OC[C@@]31OC(C)=O (some centres not stated)	-5	-10	-2	72*	-6	-3	-6	-4
Cc1cc(Cl)ccc1OCC(=O)N1CCN(C)CC1	-5	7	3	6	18	1	-6	-7
NCCc1c(Cc2ccccc2)[nH]c2ccccc12	4	7	8	15	13	1	-5	-8
COc1cc2c(cc1OC)C(C(=O)NCCC(C)C)C1CCCCN1C2=O (configuration not stated)	2	1	0	9	12	2	10	-8
O=C1/C(=C\c2ccccc2)C2OCC=C3CN4CCC56c7ccccc7N1C5C2C3CC46 (configuration not stated)	-13	10	3	19	-12	-17	-3	13
CC(=O)O[C@@H]1/C=C/[C@](C)(O)C[C@@H](C)C/C=C/[C@H]2[C@@H]3O[C@]3(C)[C@@H](C)[C@H]3[C@H](Cc4ccccc4)NC(=O)[C@@]312	5	39	3	-10	29	8	-6	-7
CC(C)n1cc(C(=O)N(CC(=O)NC(C)(C)C)Cc2ccccc2)cn1	5	2	5	2	2	-1	-6	-6
COc1ccc(C(=O)c2nc3ccccc3n2C(C)C)cc1OC	-1	.	4	-2	4	8	-2	5
COc1cc(CC(C)N)c(OC)cc1I (configuration not stated)	6	-1	-8	-7	-15	3	4	2
Cc1ccnc(-n2c(-c3ccco3)nc3ccccc3c2=O)c1	-6	-5	-9	-21	3	-3	-7	-5
O=C(CNC(=O)c1ccccc1Cl)Nc1ccc(Br)cc1C(=O)c1ccccc1	7	-1	-1	7	6	3	-9	19
Brc1cc2c(cc1CN1CCN(c3ccccc3)CC1)OCCO2	-7	-3	-2	17	-25	-5	-1	25
CCc1nc2ccc(Br)cc2c(=O)n1-c1ccccc1C(F)(F)F	-11	8	0	-9	-7	-3	-3	13
O=C(CNC1CCCCC1)N1CCC2(CC1)OCCO2	-11	5	-7	-13	-18	-8	-1	6
CC(=O)OC[C@]12CCC(C)=C[C@H]1O[C@@H]1[C@H](O)[C@@H](OC(C)=O)[C@@]2(C)[C@]12CO2	-1	92*	5	97*	98*	-4	1	-12
Nc1cc(C(=O)Nc2ccc(Cl)cc2)ccc1N1CC2CC(C1)c1cccc(=O)n1C2 (configuration not stated)	5	0	-2	-2	6	-4	5	5
COC(=O)C1=C(c2ccc(S(C)(=O)=O)cc2)C[C@@H]2CC[C@H]1N2C	2	-2	3	6	7	5	2	-7
COC(=O)C(Cc1ccc(N(CCCl)CCCl)cc1)N=Cc1ccccc1O (configuration not stated)	-3	64*	1	51*	-107	-9	-1	-63
O=C1CN=C(c2cccc(Br)c2)c2cc(Br)ccc2N1	2	17	17	22	5	6	3	12
CN1C(=O)c2ccccc2Sc2ccc(C(=O)N3CCC4(CC3)OCCO4)cc21	0	4	-9	-3	-1	2	-12	8
COc1ccccc1[As](=O)(O)CC(O)COc1ccc(Cl)cc1Cl (configuration not stated)	3	.	3	-15	6	-1	.	23
CNC(=O)c1cccn(Cc2cccc(C(F)(F)F)c2)c1=O	-2	24	11	11	21	1	-8	-5

A few values from the entries so far.
`CN1C(=O)c2ccccc2Sc2ccc(C(=O)N3CCC4(CC3)OCCO4)cc21` – SENP8 block = 2
`CC(=O)OC[C@]12CCC(C)=C[C@H]1O[C@@H]1[C@H](O)[C@@H](OC(C)=O)[C@@]2(C)[C@]12CO2` – Apaf1 inhib = -12

(cont.)
SMILES	SENP7 inh	Gli-Sufu block	UBC13 inh	Jurkat NFkB inh	697 NFkB inh	SENP8 block	HKDC1 inhibitor	Apaf1 inhib
CCC1(OC(=O)c2ccccc2)CC(C)N(C)CC1C (configuration not stated)	12	-1	-3	-4	-1	-8	-3	4
CC(=O)c1ccc(OC(NC(=O)c2ccco2)C(Cl)(Cl)Cl)cc1 (configuration not stated)	5	-2	-3	13	2	3	-9	-10
O=c1ccc2cc3ccoc3c(O)c2o1	-2	5	-4	-3	0	-17	3	9
CCCCn1c(=O)c(C(=O)Nc2ccccc2F)c(O)c2ccccc21	8	-10	14	6	-29	-10	-1	0
O=C(CN1CC=C(c2ccccc2)CC1)Nc1cc(Cl)ccc1Cl	-2	0	-1	5	22	-2	17	9
COc1ccc(OC)c(/C=N/OC(=O)Nc2ccc(Cl)cc2)c1	-6	-4	17	6	26	-4	0	10
CN(C(=O)CNC(=O)OCc1ccccc1)c1ccc(Br)cc1C(=O)c1ccccc1Cl	7	7	4	50	-48	1	-9	19
O=C(N/N=C/c1c(O)n(CCc2ccccc2)c(=O)[nH]c1=O)c1ccccc1O	9	-12	-19	1	20	14	-5	-10
COc1cccc(CNCCc2c[nH]c3ccccc23)c1OC	-1	2	6	3	13	3	0	-22
CCOC(=O)c1c(C)n(CCN2CCN(C)CC2)c2ccc(OC)cc12	-1	6	17	3	7	7	0	3
CC(c1ccccc1)[n+]1ccccc1 (configuration not stated)	-5	4	-9	-12	-29	-11	-6	-4
Cc1ccc(CN2CCCC(C(=O)c3ccc4c(c3)OCO4)C2)cc1C (configuration not stated)	3	13	17	4	27	-5	-2	-14
C=CCOC(=O)C1=C(C)OC(N)=C(C#N)C12C(=O)N(CN1CCOCC1)c1ccccc12 (configuration not stated)	2	-16	-2	9	2	4	-2	1
Cc1cc(OC(C)C(=O)NCC(O)c2ccccc2)c2c3c(c(=O)oc2c1)CCCC3 (configuration not stated)	-2	11	6	4	11	1	2	9
COc1ccc(O)c2c(=O)c3c(OC)cc4c(c3oc12)C1C=COC1O4 (configuration not stated)	-2	60*	.	1	27	4	0	-3
COc1ccc(C(=O)N2CCC3(CC2)OCCO3)cc1	-6	3	-6	6	6	6	-4	-20
Cc1c2cnn(CC(=O)N3CCC4(CC3)OCCO4)c(=O)c2c(C)n1Cc1ccccc1Cl	0	-6	1	15	-10	-4	4	0
COc1cc2[nH]c(C(=O)N3CCC4(CC3)OCCO4)cc2c(OC)c1OC	-9	-11	-1	0	-16	-12	-4	12
O=C(/C=C/c1ccccc1)NCCc1cnc[nH]1	-7	45	5	-13	-6	-2	-5	-6
COC(=O)CN1C(=O)CN=C(c2ccccc2Cl)c2cc(Br)ccc21	-9	3	-8	-6	5	-13	-6	5

2 compounds picked at random from those above:
SMILES	SENP7 inh	Gli-Sufu block	UBC13 inh	Jurkat NFkB inh	697 NFkB inh	SENP8 block	HKDC1 inhibitor	Apaf1 inhib
C=CCOC(=O)C1=C(C)OC(N)=C(C#N)C12C(=O)N(CN1CCOCC1)c1ccccc12 (configuration not stated)	2	-16	-2	9	2	4	-2	1
COc1ccc(-n2c(/C=C3/C(=O)Nc4ccccc43)nc3ccccc3c2=O)cc1	-3	10	-19	8	9	5	-7	3

The results go on.
SMILES	SENP7 inh	Gli-Sufu block	UBC13 inh	Jurkat NFkB inh	697 NFkB inh	SENP8 block	HKDC1 inhibitor	Apaf1 inhib
COC1=CC=C2[C@H]3Cc4ccc(OC)c5c4[C@@]2(CCN3C)[C@H]1O5	4	.	5	-9	7	-6	4	-1
O=C1NC(=O)N(c2ccc3c(c2)OCO3)C(=O)/C1=C/c1ccc(N2CCCCC2)o1	6	9	i	0	5	-1	-4	1
C[C@@]12N[C@@H](Cc3ccccc31)c1ccccc12	1	-21&4	6	11	5	7	-1&-2	-9
Cc1nc2ccccc2c(=O)n1-c1ccc(F)cc1	1	5	6	-4	15	2	-8	-6
CNP1(NC)=Nc2nn(-c3ccccc3)c(N)c2C(c2ccccc2)=N1	-4	4	2	5	-22	0	-7	-6
CCOc1ccc(C2(C#N)CC[N+](C)(C)CC2)cc1	-3	15	-10	-9	-13	-8	-2	10
Cc1ccc(OP(N)(=O)Oc2ccc(C)cc2)cc1	-2	-7	-20	0	-9	-9	1	0
Cc1nc2ccccc2c(=O)n1-c1ccc(Cl)c(Cl)c1	1	-13	1	0	-5	-1	-3	1
O=c1c2ccccc2nc(-c2ccco2)n1-c1nccs1	3	-4	-1	6	7	-8	-1	-1
CN1CCc2nc3sc(C#N)c(N)c3c(-c3cccs3)c2C1	5	-3	-104	5	-28	2	11	12
COC(=O)C1=C(c2ccc(C(C)=O)cc2)C[C@@H]2CC[C@H]1N2C	12	-8	-9	-13	10	-8	-6	2
Cc1ccccc1[N+](=O)[O-]	6	14	-3	10	9	2	-1	-7
Clc1ccc2sc(C3CCNCC3)nc2c1	1	-6	11	-8	-24	9	-4	-3
Cc1ccc(-n2c(O)c(/C=N/NC(=O)c3ccncc3)c(=O)[nH]c2=O)cc1	-5	-7	-4	9	10	6	-11	4
O=c1[nH]c(=O)n(CCc2ccccc2)c(O)c1C=NCCN1CCNCC1	5	.	5	-3	-5	-3	1	5
Cc1[nH]c2ccc(OCc3ccccc3)cc2c1CCN	7	6	8	0	4	0	0	5
COC(=O)C1=C(c2ccc(F)cc2F)C[C@@H]2CC[C@H]1N2C(=O)NCCCOC(C)C	2	-4	8	4	16	6	-4	-3
Cc1ccc(Sc2ccc(C=C3C(=O)N(C)C(=O)N(C)C3=O)o2)cc1	4	2	-15	2	11	9	13	-7
CC(=O)C1C(=O)NC23CCCCC2C1c1ccccc1O3 (configuration not stated)	0	3	12	-12	16	4	-5	-4
Cc1c(Cl)cccc1NC(=S)N1CC2CC(C1)c1cccc(=O)n1C2 (configuration not stated)	3	-4	7	-13	19	4	-12	5
Cc1ccc(C)c(NC(=S)NCCc2cnc[nH]2)c1	6	-15	12	15	15	3	-7	-1
CN(C)CCNC(=O)c1cccn(Cc2cc(C(F)(F)F)cc(C(F)(F)F)c2)c1=O	5	18	9	2	5	1	-9	3
CC(NCc1cccc(Cl)c1Cl)C(O)c1ccccc1 (configuration not stated)	2	97*	9	16	8	8	15	-6
O=c1oc2ccccc2c(O)c1[C@H]1c2ccc(O)cc2Oc2c1c(=O)oc1ccccc21	-3	6	?	-11	-13	2	3	-1
COc1ccc(CC(C)NCCc2ccc(OC)c(OC)c2)cc1 (configuration not stated)	4	-8	-1	3	0	-1	5	-15

Not all compounds are listed (hit frequency here may not be typical).
